IMP-1 inhibitor: IMP-1 metallo-beta-lactamase inhibitors, primary screen, biochemical, epi-absorbance readout, Pseudomonas aeruginosa enzyme; purified IMP-1, nitrocefin hydrolysis, epi-absorbance fluorescence; inhibition, % at 5.6 µM; 0.45% of 290,000 active; AID 1556, 2009;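 active = inhibition above the mean plus 3 SD of all compounds in the same screening run, cut at about 4.5% in these data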;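 note: 0% = IMP-1 with DMSO and 100% = DMSO wells lacking enzyme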
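System: Purified IMP-1 | Read-out basis: Percent enzyme inhibition | Controls: IMP-1 with DMSO as 0%, enzyme-free DMSO as 100% | Replicates: One well per compound | Doses: 5.6 µM nominal single concentration | Detection: Epi-absorbance fluorescence, 480 nm excitation, 530 nm emission | Incubation: 25 °C, 15 min preincubation, 25 min reaction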
GalR3 antag: GalR3 antagonists in HEK293 cells, primary screen, cell-based, fluorescence readout; Galanin receptor type 3 (Homo sapiens), O60755; HEK293 GalR3-CNG cAMP membrane potential fluorescence; galR3 body fused to GalR1 C-terminus; inhibition, % at 3 µM; 0.44% of 360,000 active; AID 651719, 2012;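 active = inhibition above the screen-wide average plus 3 SD, cut at about 13% in these data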;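 note: forskolin and galanin both at EC90 stimulate the cells; cAMP rise reported by CNG channel membrane potential dye signal; 0% = forskolin plus galanin with DMSO and 100% = forskolin alone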
Target sequence (O60755 1-299 limits assumed): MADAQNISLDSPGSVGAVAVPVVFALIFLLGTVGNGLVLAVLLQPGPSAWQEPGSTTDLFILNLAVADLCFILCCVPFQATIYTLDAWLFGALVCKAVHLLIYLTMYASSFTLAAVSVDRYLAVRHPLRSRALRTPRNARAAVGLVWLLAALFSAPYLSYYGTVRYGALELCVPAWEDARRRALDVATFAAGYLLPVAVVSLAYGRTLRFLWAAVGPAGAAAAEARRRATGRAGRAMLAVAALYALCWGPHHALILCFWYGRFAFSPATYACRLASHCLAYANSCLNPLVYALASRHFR
PHOSPHO1 block: PubChem AID 1565 | 1.1% of 290,000 active | recombinant PHOSPHO1, absorbance phosphatase assay | inhibition, % at 13.3 µM; in the data active = inhibition above about 60%
Target sequence (Q8TCT1 whole entry, looked up): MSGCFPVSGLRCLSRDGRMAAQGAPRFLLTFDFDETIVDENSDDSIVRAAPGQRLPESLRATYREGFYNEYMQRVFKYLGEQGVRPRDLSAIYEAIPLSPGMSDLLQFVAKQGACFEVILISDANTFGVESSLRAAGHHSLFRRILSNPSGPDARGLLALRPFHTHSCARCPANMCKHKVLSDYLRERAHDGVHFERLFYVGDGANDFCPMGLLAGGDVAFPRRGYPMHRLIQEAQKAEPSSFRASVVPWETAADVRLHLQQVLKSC
VIM-2 inhibitor: VIM-2 metallo-beta-lactamase inhibitors, primary screen, biochemical, epi-absorbance readout, Pseudomonas aeruginosa enzyme; inhibition, % at 5.6 µM; 0.89% of 290,000 active; purified VIM-2, nitrocefin hydrolysis, epi-absorbance fluorescence;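 active = inhibition above the mean of all tested compounds plus 3 SD, cutoff set per screening run, cut at about 7.5% in these data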;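 note: red hydrolysis product quenches plate fluorescence so inhibitors raise well fluorescence; 0% = enzyme with DMSO and 100% = DMSO without enzyme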
HCV NS3 hel inh: inhibitors of HCV NS3 helicase, primary screen, biochemical, Cy5 molecular beacon fluorescence; 0.56% of 290,000 active; Hepatitis C virus NS3 helicase; NS3 helicase DNA unwinding; inhibition, % at 10.9 µM; AID 1800, 2009;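 active = inhibition above the mean of all tested compounds plus 3 SD, set per campaign, cut at about 35% in these data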;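 note: 0% = DMSO wells and 100% = thioflavine S control wells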
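System: NS3 helicase fragment of HCV / Schedule: 1 h at 25 °C / Control set: DMSO alone as 0% and 110 µM thioflavine S as 100% / Reagent: Cy5/quencher beacon DNA duplex and ATP to start / Technique: Cy5 fluorescence / Replication: singlicate / Evaluation: % inhibition of end-to-start signal ratio versus controls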
GPR7 antagonist: GPR7 receptor antagonists, primary screen, cell-based, fluorescence, single concentration; Neuropeptides B/W receptor type 1 (Homo sapiens), P48145; GPR7-expressing cells, fluorescence antagonist assay; inhibition, % at 4.4 µM; 1.1% of 290,000 active; AID 1861, 2009; in the data active = inhibition above about 16%, passing the limit was not always enough;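 note: cells stimulated with the agonist NPW; 0% = agonist with vehicle and 100% = vehicle without agonist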
OXTR agonist: human OXTR agonists, primary screen, fluorescence, CHO-OTR cells, Fluo-8 calcium. Oxytocin receptor (Homo sapiens), P30559. Fluo-8 calcium fluorescence; normalized: DMSO 0%, oxytocin 100%. activation, % at 3 µM. 0.32% of 320,000 active. AID 2435, 2010;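 active = activation above the mean of all tested compounds plus 3 SD, cutoff set per screening run, cut at about 20% in these data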;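 note: peak over basal fluorescence ratio from a 100 s FLIPR kinetic read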
V1aR counter: agonists of human V1a receptor, primary screen, counter-screen for OXTR agonist project, fluorescence, CHO-V1R cells | Fluo-8 calcium fluorescence, agonist mode; 0% DMSO, 100% 3 nM vasopressin | 0.25% of 320,000 active | Vasopressin V1a receptor (Homo sapiens), P37288 | activation, % at 3 µM;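 active = activation above the mean activation of all tested compounds plus 3 SD, per screening run, cut at about 20% in these data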;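 note: signal is peak over basal fluorescence ratio across a 100 second FLIPR read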
Target sequence (P37288 whole entry, looked up): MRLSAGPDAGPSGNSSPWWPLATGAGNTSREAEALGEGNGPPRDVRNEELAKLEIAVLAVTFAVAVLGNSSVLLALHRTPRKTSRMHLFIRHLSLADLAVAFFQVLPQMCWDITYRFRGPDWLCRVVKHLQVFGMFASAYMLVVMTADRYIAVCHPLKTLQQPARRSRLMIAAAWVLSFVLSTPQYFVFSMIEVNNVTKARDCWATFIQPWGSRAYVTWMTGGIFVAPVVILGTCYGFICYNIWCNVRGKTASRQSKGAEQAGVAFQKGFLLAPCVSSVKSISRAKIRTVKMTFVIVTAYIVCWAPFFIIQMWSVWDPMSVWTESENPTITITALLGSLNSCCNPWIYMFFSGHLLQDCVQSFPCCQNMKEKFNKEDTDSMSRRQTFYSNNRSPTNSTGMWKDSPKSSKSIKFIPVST
FID counter: compounds displacing fluorescent DNA intercalator, primary screen, artefact control for HCV NS3 helicase inhibitor project, biochemical, FID fluorescence; DNA fluorescent intercalator displacement; inhibition, % at 7.9 µM; 0.17% of 290,000 active; AID 1845, 2009; in the data active = inhibition above about 37%;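 note: 0% = vehicle and 100% = reference compound; higher means more ethidium bromide displaced from hairpin DNA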
Starred values were filed as active, the others as inactive; . = no result given.

SMILES	IMP-1 inhibitor	GalR3 antag	PHOSPHO1 block	VIM-2 inhibitor	HCV NS3 hel inh	GPR7 antagonist	OXTR agonist	V1aR counter	FID counter
COc1ccccc1NC(=O)CSc1nc(O)c(Cc2ccccc2)c(=O)[nH]1	-0.5	-11	22	-1.6	9	-10	-0.4	-0.8	5
COc1cccc(OC)c1C(=O)N1CCN(c2ccccn2)CC1	-3.6	-10	-12	-3.1	1	-2	0.7	0.7	-11
CCC/C(=N\NC(=O)c1ccco1)c1ccc(Cl)s1	-3.5	-4	26	-2.6	8	-19	.	.	-19
CC(C#N)Sc1ncnc2sc(-c3ccccc3)cc12 (stereo unspecified)	-0.8	-8	0	-1.4	-1	19	-0.9	-0.6	-14
CC1CCCCN1C(=O)Cn1c(=O)n(CCC(=O)NCc2ccco2)c(=O)c2sccc21 (stereo unspecified)	-3.1	-6	-3	-1.2	1	3	-1.0	-0.6	-8
Cc1cc(NC(=O)COC(=O)CCS(=O)(=O)c2ccc(C)c(C)c2)no1	-2.1	-10	45	-6.4	1	6	-1.4	0.3	-19
Cc1ccc(C(=O)NNC(=O)c2cccc(C)c2)cc1	-1.3	-5	24	-2.9	-3	-13	-0.1	1.3	-5
CCOC(=O)c1nc2ccccc2nc1C	-2.0	-8	-2	-4.1	-2	-4	-0.3	-0.2	0
Cc1cccc(Nc2nc3ccccc3n3nnnc23)c1	-0.5	-3	-27	1.3	-1	-3	-1.7	-1.0	2
Cc1c(O)ccc2c(=O)c(-c3nncn3-c3ccccc3)coc12	-2.9	-6	42	-2.0	0	-7	0.3	0.0	-3
Cc1noc(C)c1COc1ccc(C(=O)OCC(N)=O)cc1	-3.4	-6	16	-1.1	2	-1	1.6	0.6	-3
O=C(C1CCN(S(=O)(=O)c2cccnc2)CC1)N1CCN(c2cccc(Cl)c2)CC1	-6.7	-1	4	-3.9	-1	6	10	9.0	-29
CC(C)c1ccc2nc(NC(=O)C3CC3)sc2c1	-0.9	.	20	-1.5	3	-4	5.2	9.0	-10
O=C(CN(C1CC1)S(=O)(=O)c1ccc(S(=O)(=O)N2CCCCCC2)cc1)Nc1ccccc1	-3.1	-2	-6	-1.6	0	2	-0.5	1.8	2
CCOC(=O)c1ccc(NC(=O)Oc2cc(C)c(Cl)cc2C(C)C)cc1	-3.4	-2	26	-1.5	-9	-12	-2.4	-2.5	-1
COc1ccc(-c2noc(CCC(=O)O)n2)cc1	-3.3	-4	7	-1.6	3	-1	0.3	-1.3	-3
Cc1ccccc1C(=O)NC(=S)Nc1ccc(N2CCN(C(=O)c3ccccc3)CC2)cc1	-0.2	-3	58	-1.8	-1	-12	0.7	2.3	-10
C/C(=N\NC(=O)CNC(=O)C1COc2ccccc2O1)c1ccco1 (stereo unspecified)	-2.3	-11	24	-3.6	15	-6	0.1	0.3	-10
Cc1ccccc1NC(=O)c1cc(S(=O)(=O)c2ccccc2)ccc1Cl	-5.2	-3	-6	-0.6	1	1	-1.4	1.3	-6
CS(=O)(=O)N1N=C(c2cccs2)CC1c1ccco1 (stereo unspecified)	-4.0	-5	37	-3.0	29	-9	-0.2	-1.0	-3
COc1ccc(-n2nnnc2S(=O)(=O)Cc2ccc(C(=O)O)cc2)cc1	-2.6	-2	4	-1.8	-1	-9	2.4	0.0	-7
CNC(=S)Nc1cccc(-c2cnc3ccccc3n2)c1	-5.1	-9	7	14*	-1	-18	-0.7	3.0	-16
CCOC(=O)C1CCN(C(=O)CN2C(=O)c3ccccc3Sc3ncccc32)CC1	-3.0	0	16	0.2	1	-8	1.9	0.1	-17
C/C(=C\c1ccccc1)C(=O)NCCCn1ccnc1	-1.6	1	20	-1.8	2	-10	0.4	0.9	-1

Single records, as listed above.
`CCOC(=O)C1CCN(C(=O)CN2C(=O)c3ccccc3Sc3ncccc32)CC1` is entered as IMP-1 inhibitor: -3.0; GalR3 antag: 0; PHOSPHO1 block: 16; VIM-2 inhibitor: 0.2; HCV NS3 hel inh: 1; GPR7 antagonist: -8; OXTR agonist: 1.9; V1aR counter: 0.1; FID counter: -17
`CNC(=S)Nc1cccc(-c2cnc3ccccc3n2)c1` is entered as IMP-1 inhibitor: -5.1; GalR3 antag: -9; PHOSPHO1 block: 7; VIM-2 inhibitor: 14*; HCV NS3 hel inh: -1; GPR7 antagonist: -18; OXTR agonist: -0.7; V1aR counter: 3.0; FID counter: -16
`CS(=O)(=O)N1N=C(c2cccs2)CC1c1ccco1` (stereo unspecified) is entered as IMP-1 inhibitor: -4.0; GalR3 antag: -5; PHOSPHO1 block: 37; VIM-2 inhibitor: -3.0; HCV NS3 hel inh: 29; GPR7 antagonist: -9; OXTR agonist: -0.2; V1aR counter: -1.0; FID counter: -3

Continued:
SMILES	IMP-1 inhibitor	GalR3 antag	PHOSPHO1 block	VIM-2 inhibitor	HCV NS3 hel inh	GPR7 antagonist	OXTR agonist	V1aR counter	FID counter
O=C(Cn1cc([N+](=O)[O-])cn1)N1N=C(C(F)F)CC1(O)C(F)F (stereo unspecified)	-4.2	-9	-8	-3.2	3	-14	1.6	1.2	2
CC(C)(C)c1cccc(P(=O)(c2ccccc2)c2ccccc2)c1O	-1.9	-8	-4	-2.1	6	-13	-1.6	-0.8	-31
O=C1C2CC=CCC2C(=O)N1c1n[nH]c(-c2ccccc2)n1 (stereo unspecified)	2.2	-3	-8	0.9	1	-2	-1.0	-0.2	4
CCOC(=O)Cc1csc(NC(=O)c2c(-c3c(F)cccc3Cl)noc2C)n1	-0.1	-3	10	-2.0	-12	-8	0.1	0.7	-21
C=CCOc1ccc(/C=N/NC(=O)CN2CCCCC2)cc1OC	-4.8	-8	5	-1.1	11	-13	0.6	-0.7	5
CCOc1nc2cnccc2n(CC(=O)Nc2c(C)cccc2CC)c1=O	-0.9	5	54	-6.0	-2	10	0.5	0.2	-5
COc1ccc(NCc2n[nH]c(=O)c3ccccc23)cc1	-2.1	0	15	-2.9	-1	-7	0.1	-0.1	-4
Cc1ccc(NC(=S)N(CCN(C)C)Cc2cccs2)c(C)c1	-3.4	3	14	0.0	6	-6	1.7	1.1	7
COC(=O)[C@@H]1[C@@H](C)N(Cc2ccccc2)C(=O)N[C@H]1c1cccc(C(F)(F)F)c1	.	-8	18	.	.	.	1.9	1.4	.
CCCc1cc(N2CCC(C(N)=O)CC2)nc(-c2ccccc2)n1	-0.2	-1	45	2.4	9	-3	0.4	0.2	0
Cc1ccc(C(=O)N2CCCCC2)cc1S(=O)(=O)N1CCCC1	-3.6	-3	28	-0.2	0	-5	0.4	1.1	-15
O=C(O)CCSc1nnc(CNc2ccc(Cl)cc2)n1Cc1ccccc1	-1.9	-10	-15	0.2	10	-11	-0.8	-0.5	-38
CCN1CCN(Cc2c(O)ccc3c2O/C(=C\c2ccccc2)C3=O)CC1	-0.7	3	-114	30*	7	-7	2.8	2.4	12
Cc1cc(C)cc(N(CC(=O)NC(C)(C)C)C(=O)CCC(=O)Nc2ccccn2)c1	-0.6	-1	-2	-1.4	-6	-17	1.0	-0.3	-43
Cc1ccc(S(=O)(=O)/N=C2/NC(=O)/C(=C/c3ccccc3)S2)cc1	-3.5	-7	22	1.7	12	-9	-2.3	-0.2	-5
N#Cc1ccc(CN2CCN(C(=O)c3ccccc3)CC2)c(Cl)c1	-1.3	-4	-12	0.0	-3	9	0.6	0.9	-19
COc1ccc(S(=O)(=O)N2CCC(C(=O)NC(C)CCc3ccccc3)CC2)cc1 (stereo unspecified)	-4.4	7	11	1.1	-9	-15	2.7	4.0	-47
CCOC(=O)C1C(c2ccc(Cl)cc2)NC(=S)NC1(O)C(F)(F)F (stereo unspecified)	-2.8	0	-7	-0.5	11	-12	-0.1	-0.2	-11
COc1ccc2c(C)cc(SCC(=O)NCCN3C(=O)CSC3=O)nc2c1	-3.3	-1	-4	-1.4	-3	-2	-0.7	0.5	-15
COc1ccc(C(=O)NCCNC(=O)c2cnccn2)cc1	-0.8	-5	36	1.1	3	-13	1.4	0.9	-1
CN(C)c1ccc(S(=O)(=O)NCC(=O)OCC(=O)Nc2cccc(Cl)c2)cc1[N+](=O)[O-]	-2.2	4	12	-3.3	-2	7	2.1	3.7	5
NC(=O)COC(=O)CC(c1ccccc1)c1ccccc1	-0.8	1	32	-0.5	-2	-13	-0.2	0.0	-10
COc1cc(CN2CCCC(C(=O)c3ccc(SC)cc3)C2)cc(Cl)c1O (stereo unspecified)	0.2	-3	10	-0.3	-21	-13	2.6	3.3	2
Nc1nc2sc3c(c2c(=O)s1)CCCC3	-1.6	0	27	-1.3	-4	-17	-0.3	-0.3	2
COc1ccc(-c2cc(C)no2)cc1S(=O)(=O)NCC(C)c1ccccc1 (stereo unspecified)	-2.0	-4	-4	-1.6	-16	4	4.0	5.5	-34
Cc1ccc(C(CC(N)=O)c2ccco2)cc1 (stereo unspecified)	-3.1	-1	41	-1.8	1	-11	-1.4	-0.9	-4
COc1cc2c(cc1NC(=O)c1cccc(F)c1)CCCC2	-1.3	-3	4	-5.3	-15	-6	-1.9	-1.1	-5
CN(Cc1ccon1)C(=O)c1ccc2nc(Cc3cccc(Cl)c3)oc2c1	-4.2	-8	7	-2.9	1	-2	2.6	5.6	-34
CCCCSCCCNC(=O)CCCN1C(=O)c2ccccc2Sc2ncccc21	-0.5	-10	42	-1.9	-6	-11	-1.5	-0.2	-40
CCN(CC)c1ccc(/C=N/OCC(=O)Nc2cccc(C)c2)cc1	0.0	-4	-5	-1.4	-7	9	0.2	1.3	-16
CCC(Sc1nnc2c3ccccc3n(CC)c2n1)C(=O)Nc1sc2c(c1C#N)CCCC2 (stereo unspecified)	4.0	-2	-43	1.8	16	8	-0.3	0.0	0
CCn1c(SCC(=O)c2ccccc2)nc2sc3c(c2c1=O)CCN(C)C3	-2.8	2	16	3.1	-61	-17	0.2	-0.2	-2
CCSc1nnc(COc2ccccc2)n1CC	-1.4	0	20	1.0	1	-4	-0.5	0.5	-17
Cc1cc(C)cc(C(=O)NCC(=O)N2CCC3(CC2)NCCc2[nH]cnc23)c1	-2.9	-8	17	-1.6	9	-2	-0.7	0.3	4
COc1cc(C2C3C(C)N(C)C(=O)N(C)C3N(C)C(=O)N2C)ccc1O (stereo unspecified)	0.5	-1	-7	1.1	3	20	1.0	0.2	0
CCOc1ccccc1NC(=S)Nc1ccccc1F	0.9	-4	-22	-0.2	3	-8	-0.2	-0.1	2
O=C(O)CNC(=O)C1CCCN1C(=O)CNC(=O)OCc1ccccc1 (stereo unspecified)	-0.3	-12	30	0.5	1	1	0.6	-0.5	-5
CCC(C)NC(=O)c1ccccc1NC(=O)Nc1ccccc1 (stereo unspecified)	-0.8	-6	30	-2.1	-1	-2	-2.3	0.1	-8
